# FLuc modulator: firefly luciferase modulation, counter-screen for miR-21 project; purified FLuc, Km substrates, luminescence inhibition; Potency, µM (doses to about 57.5 µM), without a hit: at the top dose activity change, negative = inhibition, actives largely listed as inhibitors; actives 6.9% (n = 360,000);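 further: plate controls were vehicle for no effect and reference inhibitor for full effect; nearly all actives have a fitted effect of over 55% in size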
# Target sequence (P08659 whole entry, looked up): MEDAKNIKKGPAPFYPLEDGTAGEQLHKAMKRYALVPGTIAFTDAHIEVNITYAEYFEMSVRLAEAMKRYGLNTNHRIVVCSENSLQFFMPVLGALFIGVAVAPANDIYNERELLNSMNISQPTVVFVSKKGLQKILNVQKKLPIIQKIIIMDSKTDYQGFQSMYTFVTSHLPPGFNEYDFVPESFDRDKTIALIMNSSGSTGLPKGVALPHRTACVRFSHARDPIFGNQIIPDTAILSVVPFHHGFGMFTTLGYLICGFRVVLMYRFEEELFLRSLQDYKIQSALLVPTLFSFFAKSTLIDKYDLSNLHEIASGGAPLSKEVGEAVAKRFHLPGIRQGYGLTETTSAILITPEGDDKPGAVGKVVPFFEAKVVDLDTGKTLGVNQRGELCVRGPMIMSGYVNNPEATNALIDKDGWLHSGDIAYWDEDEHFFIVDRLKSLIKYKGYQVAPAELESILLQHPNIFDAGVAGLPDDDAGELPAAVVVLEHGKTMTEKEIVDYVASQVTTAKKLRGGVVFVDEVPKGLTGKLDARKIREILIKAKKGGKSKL
#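 Purified P. pyralis luciferase, 10 nM final, with Km-level 10 uM D-luciferin and 10 uM ATP in 50 mM Tris acetate pH 7.5, 10 mM Mg acetate, 0.01% Tween-20, 0.05% BSA; 6-point qHTS titration about 60 µM downward; luminescence read.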
# BRCA1 expr act: BRCA1 expression activation | MCF7-BRCA1-FFLuc reporter, luminescence, 48 h; response scale: scaled: vehicle 0%, 10 µM genistein 100% | Potency, µM (doses to about 46.1 µM), for the others: at the top dose activation, usual class: activators | actives 1.1% (n = 380,000); further: nearly all actives have a fitted effect of over 80% in size; some results filed as inactive show a strong effect at the top dose
#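 Reporter cells (MCF7, BRCA1 promoter-firefly luciferase) received library compounds across a concentration series for 48 h. End-point luminescence was measured and concentration-effect curves derived after normalization.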
# * marks the source's active call; other numbers are inactive results; ? = inconclusive. The call rests on the fitted dose curve; in most records, active means well fitted curve in the direction sought with a large enough effect; inconclusive means small, poorly fitted or top-dose-only effect, or another doubt; inactive means no such curve, though single readings can be large; an effect the other way counts as inactive or inconclusive. Potency means the concentration at half of the fitted maximal effect. A portion of the library. The share of hits here may be higher or lower than overall.
# Results follow in this order: FLuc modulator, BRCA1 expr act
CCOC(=O)c1c(NC(=O)CSc2cn(CCNC(=O)c3ccccc3OC)c3ccccc23)sc2c1CCCC2
→ 4.6%, -23.8%
CCc1ccc(NC(=O)Cn2c(=O)n(CCCC(=O)NCc3ccccc3OC)c(=O)c3ccccc32)cc1
→ -1.9%, 15.3%
COc1ccc(N2Cc3cccc(C(=O)Nc4ccc(Cl)cc4)c3C2=O)cc1
→ -11.9%, -21.7%
CCOc1ccc(NC(=O)Nc2c[nH]c(=O)[nH]c2=O)cc1
→ -2.8%, 0.2%
COc1ccc(NC(=O)c2ccc3c(c2)N(Cc2cccc(Cl)c2)C(=O)c2ccccc2S3(=O)=O)cc1Cl
→ 4.6%, -3.7%
Fc1ccc(-c2cc(-c3ccc(F)cc3)c3c(n2)-c2cc(F)ccc2OC3)cc1
→ -4.9%, 4.1%
CCCN(CCC)c1cc(C)nc2nc(-c3ccc(Cl)cc3)nn12
→ -2.4%, 21.7%
Cc1ccc(Cn2nc3n(c2=O)-c2cc(Cl)ccc2OC3)cc1
→ -1.7%, -5.4%
Cc1cn2c(=O)cc(COc3ccc(NC(=O)c4cccc(F)c4)cc3)nc2s1
→ 2.1%, 8.9%
Cc1ccc(-c2ccc(=O)n(CCC(=O)NCCc3ccccc3)n2)cc1
→ 0.9%, 35.1%

# An excerpt of these results, with each value named.
> CCOC(=O)c1c(NC(=O)CSc2cn(CCNC(=O)c3ccccc3OC)c3ccccc23)sc2c1CCCC2
  FLuc modulator = 4.6%	BRCA1 expr act = -23.8%
> CCc1ccc(NC(=O)Cn2c(=O)n(CCCC(=O)NCc3ccccc3OC)c(=O)c3ccccc32)cc1
  FLuc modulator = -1.9%	BRCA1 expr act = 15.3%
> COc1ccc(N2Cc3cccc(C(=O)Nc4ccc(Cl)cc4)c3C2=O)cc1
  FLuc modulator = -11.9%	BRCA1 expr act = -21.7%
> CCOc1ccc(NC(=O)Nc2c[nH]c(=O)[nH]c2=O)cc1
  FLuc modulator = -2.8%	BRCA1 expr act = 0.2%

# The list continues.
# Results follow in this order: FLuc modulator, BRCA1 expr act
CCOc1ccc(NC(=O)Nc2cc3c(cc2N2CCCCC2)n(C)c(=O)n3C)cc1
→ -6.4%, -45.0%
CCS(=O)(=O)N1CCc2cc(C(=O)Nc3cccc(NC(C)=O)c3)ccc21
→ 1.6%, -0.3%
CCOC(=O)c1cc(OC(=O)c2ccc(C)cc2)n(-c2ccccc2)n1
→ -0.5%, 57.7%
CCN1C(=O)C2(c3ccccc31)c1c(oc3ccc(F)cc3c1=O)C(=O)N2CCCOC (centres undefined)
→ -1.1%, 49.3%
CCN(CC)C(=O)C1CCN(c2cc(C)nc3c(-c4ccc(OC)c(OC)c4)c(C)nn23)CC1
→ -1.0%, 0.0%
CCCN(CCC)c1cc(C)nc2nc(-c3ccc(C(C)(C)C)cc3)nn12
→ -6.4%, 0.6%
COc1ccc2cc(CCNS(=O)(=O)c3ccc(C)cc3)c(=O)[nH]c2c1
→ -2.3%, 5.3%
O=C(c1ccc2c(c1)N(Cc1ccc(Cl)cc1)C(=O)c1ccccc1S2(=O)=O)N1CCC(Cc2ccccc2)CC1
→ -3.2%, -37.3%
COc1cc(OC)cc(C(=O)Nc2ccc(-c3nc4ccccc4s3)cc2C)c1
→ -6.4%, 2.4%
O=c1c2sc3ccccc3c2n(Cc2cccc(C(F)(F)F)c2)c(=O)n1Cc1ccccc1
→ 1.6%, 12.4%

# Shown field by field: entries from further up.
> CCOC(=O)c1cc(OC(=O)c2ccc(C)cc2)n(-c2ccccc2)n1
  FLuc modulator = -0.5% | BRCA1 expr act = 57.7%
> CCN1C(=O)C2(c3ccccc31)c1c(oc3ccc(F)cc3c1=O)C(=O)N2CCCOC (centres undefined)
  FLuc modulator = -1.1% | BRCA1 expr act = 49.3%

# Other structures.
# Results follow in this order: FLuc modulator, BRCA1 expr act
COc1ccc(N2CC(NC(=O)C3CCCC3)CC2=O)cc1OC (centres undefined)
→ -2.9%, 9.8%
Cc1cc(OC(C)C(=O)Nc2cccc(-c3nc4ccccc4o3)c2)cc(C)c1Cl (centres undefined)
→ -10.8%, 70.6%
CCc1ccc(-c2nc3cc(NC(=O)c4ccc(C)c(C)c4)ccc3o2)cc1
→ -1.5%, 19.4%
Cc1ccccc1NC(=O)c1sc2nc(N3CCOCC3)c3c(c2c1N)CC(C)(C)OC3
→ -2.9%, 28.0%
COc1ccc(-c2nc(C)c(CCNC(=O)C(=O)Nc3cc(C)cc(C)c3)s2)cc1OC
→ 2.4%, -12.8%
COC(=O)c1ccc(NC(=O)c2cccc3c2C(=O)N(C2CCCCC2)C3)cc1
→ 0.2%, -21.1%
COc1ccc(OC)c(NC(=O)Cc2c(C(=O)O)[nH]c3ccc(Cl)cc23)c1
→ ?, 2.2%
CC(=O)N1CCc2c(sc3c2c(=O)n(-c2ccc(F)cc2)c(=O)n3Cc2ccc(C#N)cc2)C1
→ -3.0%, 7.3%
Cc1ccc(CCNC(=O)c2ccc3c(Cl)c4c(nc3c2)CCCC4)cc1
→ -1.2%, 13.0%
O=C(CSc1ccc2nc(-c3ccccc3)cn2n1)Nc1ccccc1
→ ?, -17.2%
Cc1ccc(-c2cc(C(=O)Oc3ccc(C#N)cc3)no2)cc1
→ -20.7%, 3.5%
COCCNC(=O)CN1C(=O)COc2ccc(S(=O)(=O)N3CCOCC3)cc21
→ 1.1%, -33.1%
CCOC(=O)c1cccc(NS(=O)(=O)c2cc(Br)cc3c2N(C(=O)C2CC2)CC3)c1
→ ?, -40.8%
Cc1ccc(CCNc2nc3ccccc3c3nc(-c4ccccc4)nn23)cc1
→ 8.2%, 8.6%
Cc1ccc(CN(C(=O)COc2ccccc2[N+](=O)[O-])c2ccccn2)cc1
→ -10.2%, 0.0%
COc1cc2c(cc1OC)C(COc1ccc(F)cc1)N(C(=O)Cc1ccc(F)cc1)CC2 (centres undefined)
→ -0.3%, -30.2%
COc1ccc(C)cc1NC(=O)c1ccc2c(Cl)c3c(nc2c1)CCC3
→ 1.69µM*, 73.0%
O=C(Cn1c(=O)n(-c2ccccc2)c(=O)c2sc3ccccc3c21)NC1CCCC1
→ -0.4%, 0.9%
O=C(NCCCN1CCN(c2ccc(F)cc2)CC1)c1cc2c(s1)-c1ccccc1OC2
→ -1.5%, -40.8%
COc1ccc(-c2cc(C(F)(F)F)nc(SCC(=O)N(C)Cc3ccccc3)n2)cc1OC
→ -5.8%, -44.2%
COc1ccc(CNc2nc(-c3ccc(Cl)cc3)nn2S(=O)(=O)c2ccc(C)cc2)cc1
→ -0.6%, 5.0%
CCc1ccc(OCCSc2nc3ccccc3n2CC(=O)N2CCCCC2)cc1
→ -10.7%, 0.0%
Fc1ccc(-c2cc(-c3ccccc3)c3c(n2)-c2ccccc2OC3)cc1
→ 0.1%, 0.1%
O=C(NCCC1=CCCCC1)c1ccc2c(c1)N(Cc1ccc(Cl)cc1)C(=O)c1ccccc1S2(=O)=O
→ -1.0%, 53.6%
Cc1nc2nc(-c3ccc(Cl)cc3Cl)nn2c(C)c1CCC(=O)Nc1ccc(F)cc1
→ ?, -51.6%
Cc1ccc(NC(=O)CN2CCN(C3CCCCC3)C(=O)C2=O)cc1
→ -6.2%, 1.1%
Cc1cc2oc3c(c(=O)c2cc1C)C1(C(=O)N(C)c2ccccc21)N(CCO)C3=O (centres undefined)
→ -0.5%, 0.0%
CCNc1nc2c(c(=O)n(C)c(=O)n2C)n1CC(O)COc1ccccc1 (centres undefined)
→ 2.0%, 2.9%
O=C(CSc1nc(=O)n(Cc2ccco2)c2c1CCC2)NCc1ccccc1Cl
→ -15.3%, -0.3%
COc1cc(NC(=O)CCc2c(C)nc3nc(-c4cc(OC)cc(OC)c4)nn3c2C)cc(OC)c1
→ -5.8%, -13.5%

# Next section
SMILES | FLuc modulator | BRCA1 expr act
CN1C(=O)C2(c3ccccc31)N(c1cccc(C(F)(F)F)c1)C(=O)CS2(=O)=O (centres undefined) | -5.1% | -4.0%
COc1cccc(CC(=O)Nc2ccc3nc(N4CCC(C)CC4)cc(C)c3c2)c1 | -13.3% | -36.5%
O=C(CCCn1c(=O)c2ccccc2n(CC(=O)Nc2ccc(F)cc2F)c1=O)NCc1ccccc1Cl | -6.9% | 0.0%
CCc1ccc(-n2c3nc(=O)[nH]c(=O)c-3cc3c(C)nn(-c4ccccc4)c32)cc1 | -6.3% | 14.1%
CC(=O)c1ccc(NC(=O)Nc2ccc3snnc3c2)cc1 | ? | ?
COC(=O)c1c(NC(=O)c2ccc(S(=O)(=O)N3CCCCC3C)cc2)sc2c1CCN(C(C)C)C2 (centres undefined) | 0.4% | 11.2%
CCS(=O)(=O)N1CCc2cc(C(=O)NCCc3ccc(OC)c(OC)c3)ccc21 | -9.7% | 0.0%
Cc1cc2c(cc1C)NC(CC(=O)Nc1ccccc1)C(=O)N2 (centres undefined) | 0.6% | 10.7%
CCCCCn1c(=O)[nH]c2cc(C(=O)NCc3ccc(Cl)cc3)ccc2c1=O | 0.0% | 2.1%
COc1ccc(Br)cc1C1C(C(=O)Nc2ccc(C)cc2C)=C(C)Nc2ncnn21 (centres undefined) | -3.1% | -5.2%
Fc1ccc(CNc2cc(-c3ccccc3)nc3nncn23)cc1 | 5.1% | 0.0%
O=C(Nc1ccc(SC(F)F)cc1)c1cc(-c2cccs2)on1 | -14.1% | 39.6%
COCCNC(=O)c1ccc2c(=O)n(CCc3ccccc3)c(SCC(=O)CC(=O)OC)nc2c1 | 0.9% | 0.0%
CCOC(=O)c1cccc(NC(=O)c2cc3c(=O)n(Cc4ccccc4)ccc3nc2C)c1 | 1.2% | -20.5%
COCCCNC(=O)C1CCN(c2cc(C)nc3c(-c4ccc(Cl)cc4)c(C)nn23)CC1 | 5.6% | -2.2%
COc1cccc(-n2c(SCC(=O)Nc3ccc4c(c3)OCO4)nc3c([nH]c4ccccc43)c2=O)c1 | 6.4% | -10.1%
CCc1ccc(N(CC)C(=O)c2cc3c(=O)oc4ccc(C)cc4c3s2)cc1 | 3.1% | 7.9%
CCOc1ccc(C(=O)Nc2cccc(OCc3cc(=O)n4cc(C)sc4n3)c2)cc1 | 2.4% | 11.5%
CCCN(CCC)C(=O)Cn1c(=O)n(Cc2ccc(C(=O)NCCc3ccc(OC)c(OC)c3)cc2)c(=O)c2ccccc21 | -16.7% | 6.2%
Cc1ccc(-c2cc(C(=O)N(Cc3ccc(C(C)(C)C)cc3)Cc3ccco3)no2)cc1 | 5.3% | 14.0%
CC(C)Oc1ccc(C(=O)Nc2nc3c(s2)CC(C(C)(C)C)CC3)cc1 (centres undefined) | -14.4% | 0.0%
COc1ccc(N2C(=O)CSC23C(=O)N(Cc2ccccc2F)c2ccccc23)cc1Cl (centres undefined) | -0.9% | -45.8%
Cc1ccc(NC(=O)Cn2nnc(-c3ccccc3)n2)c(C)c1 | -0.2% | 1.3%
COc1cc(C(=O)Nc2cccc(OCc3cc(=O)n4cc(C)sc4n3)c2)cc(OC)c1OC | ? | 10.1%
CCCn1c(=N)c(C(=O)NCC2CCCO2)cc2c(=O)n3cc(C)ccc3nc21 (centres undefined) | -4.2% | 17.5%
Cc1c2cnn(-c3ccccc3)c(=O)c2c(C)n1CC(=O)NCc1ccc(Cl)cc1 | -2.4% | 17.8%
Cc1cc(C)c2nc(NC(=O)c3ccc(S(=O)(=O)N4CCC(C)CC4)cc3)sc2c1 | ? | -1.7%
CC(C)N(Cc1ccccc1)C(=O)CCS(=O)(=O)c1cc2c(cc1Cl)NC(=O)CO2 | -2.8% | -4.0%
Cc1ccc(-c2cc(C(=O)Nc3c(C(=O)c4ccc(C)c(F)c4)oc4ccccc34)no2)cc1 | -0.8% | -1.0%
CC(C)CC(=O)NC1(C(F)(F)F)C(=O)Nc2c1c(=O)[nH]c(=O)n2-c1ccccc1 (centres undefined) | 2.8% | 3.0%

# Assay outcomes as filed in PubChem BioAssay.
